Screens deposited in PubChem by several laboratories.
TRAIL sens C8: sensitizes caspase-8 expressing cells to TRAIL. inhibition (viability loss, TRAIL sensitization), % at 10 µM. NB7+C8 cells + TRAIL, ATPlite viability luminescence. 360,000 compounds, 1% hits;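 active means compounds causing at least 50% loss of cell viability in the single-dose screen, relative to plate controls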
EBV LMP1 NFkB: Epstein-Barr LMP1 NF-kappaB reporter inhibition | LMP1-induced NF-kappaB luciferase reporter cells, luminescence | inhibition, % at 12.5 µM | 350,000 compounds, 0.69% hits | AID 504558; in the data active means inhibition above about 41%;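 further: 0% = neutral control wells and 100% = reference inhibitor control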
TWEAK Fn14 block: blocks TWEAK-Fn14 interaction in a reporter cell assay; AID 1159606; TWEAK-stimulated Fn14 reporter cells, luciferase luminescence, 8 h; inhibition, % at 10 µM; 360,000 compounds, 2% hits; in the data active means inhibition above about 50%
NCOA2 inhibitor: human SRC2 (NCOA2) inhibition | Q15596 | HEK293 GAL4-SRC2 luciferase reporter, luminescence | inhibition, % at 9 µM | 370,000 compounds, 0.17% hits;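 active means inhibition above the mean inhibition of all tested compounds plus 3 SD, set per campaign, cut at about 52% in these data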;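 further: 0% = DMSO treated cells and 100% = cells given Gossypol at 36 µM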
NCOA3 inh: human NCOA3 inhibition. inhibition, % at 3.6 µM. 360,000 compounds, 0.17% hits. HEK293 GAL4-SRC3 luciferase reporter, luminescence. AID 588352;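 active means inhibition above a per-campaign cutoff, the mean of all compounds plus 3 SD, cut at about 60% in these data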;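 further: 0% = DMSO-treated cells and 100% = gossypol-treated cells at 36 µM; higher means less SRC3-driven luciferase light from the GAL4 reporter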
TROY NFkB inh: blocks TROY-dependent signaling in reporter cells; inhibition, % at 10 µM; AID 1347056; Q293 LMP1-TROYcd NF-kB luciferase reporter, 4 h; 360,000 compounds, 0.98% hits;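 active means compounds whose plate-normalised and pattern-corrected inhibition of the luciferase reporter signal at the single screening dose is 50% or more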
NR2F2 inh: NR2F2 (human) inhibition, primary screen; HEK293T NGFI-A luciferase reporter, luminescence; AID 686940; 370,000 compounds, 0.7% hits; inhibition, % at 8.6 µM;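 active means inhibition above a per-plate cutoff, mean inhibition of test wells between control levels plus 3 SD, cut at about 38% in these data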;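 further: cells cotransfected with COUP-TFII expression vector driving the NGFI-A reporter; 0% = median of COUP-TF2 test wells and 100% = reporter-only cells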
Target sequence (P24468 whole entry, looked up): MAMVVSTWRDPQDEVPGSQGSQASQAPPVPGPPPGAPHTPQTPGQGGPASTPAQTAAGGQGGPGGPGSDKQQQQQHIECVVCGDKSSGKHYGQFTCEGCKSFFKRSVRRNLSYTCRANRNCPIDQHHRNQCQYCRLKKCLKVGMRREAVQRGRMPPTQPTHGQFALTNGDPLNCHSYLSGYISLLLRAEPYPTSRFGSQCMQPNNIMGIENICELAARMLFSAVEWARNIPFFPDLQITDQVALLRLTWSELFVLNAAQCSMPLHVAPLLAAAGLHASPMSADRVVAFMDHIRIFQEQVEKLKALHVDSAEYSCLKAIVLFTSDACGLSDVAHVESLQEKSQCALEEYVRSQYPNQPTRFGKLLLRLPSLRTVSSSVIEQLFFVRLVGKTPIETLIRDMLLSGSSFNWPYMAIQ
NR5A2 inv ag: suppresses constitutive activity of human LRH-1; inhibition, % at 3.6 µM; 360,000 compounds, 0.13% hits; HEK293T StAR-luciferase reporter, LRH-1 transfected, 24 h; O00482; AID 602396;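 active means inhibition above the mean inhibition of all tested compounds plus 3 SD, cut at about 73% in these data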;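 further: 0% = DMSO wells and 100% = reporter-only cells lacking LRH-1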
TLR9-MyD88 block: blocks human TLR9 binding to MyD88. Q9NR96+Q99836. CHO BLA complementation TLR9-MyD88, CCF4 FRET ratio. inhibition, % at 4.98 µM. 340,000 compounds, 0.21% hits. AID 504734;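 active means inhibition above the mean over all tested compounds plus 3 SD, cut at about 21% in these data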;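 further: 0% = DMSO only wells and 100% = clavulanate BLA inhibitor control wells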
NOD2 RIPK2 PPI: NOD2-RIPK2 protein interaction inhibition; CHO BLA complementation NOD2-RIPK2, CCF4 ratio; inhibition, % at 4.98 µM; 360,000 compounds, 0.38% hits; in the data active means inhibition above about 21%;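 further: 0% = vehicle only and 100% = reference blocker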
Target sequence (O43353 whole entry, looked up): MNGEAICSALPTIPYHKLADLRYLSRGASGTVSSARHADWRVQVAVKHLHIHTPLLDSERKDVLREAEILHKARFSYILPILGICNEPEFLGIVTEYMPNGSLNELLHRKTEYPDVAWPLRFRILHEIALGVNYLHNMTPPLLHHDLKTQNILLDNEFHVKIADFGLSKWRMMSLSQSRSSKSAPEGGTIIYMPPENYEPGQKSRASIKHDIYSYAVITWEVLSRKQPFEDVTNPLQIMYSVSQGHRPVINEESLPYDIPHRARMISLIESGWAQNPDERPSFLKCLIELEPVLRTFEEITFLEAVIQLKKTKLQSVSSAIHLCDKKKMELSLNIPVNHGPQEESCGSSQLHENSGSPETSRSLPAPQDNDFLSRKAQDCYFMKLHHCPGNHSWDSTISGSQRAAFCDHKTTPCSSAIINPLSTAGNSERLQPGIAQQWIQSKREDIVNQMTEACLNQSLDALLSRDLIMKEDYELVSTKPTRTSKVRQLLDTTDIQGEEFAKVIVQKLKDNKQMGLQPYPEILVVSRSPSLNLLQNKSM
SRC1 inh: inhibitors of human steroid receptor coactivator 1 (SRC1); Q15788; HEK293 GAL4-SRC1 luciferase reporter, luminescence; inhibition, % at 3.6 µM; 360,000 compounds, 0.12% hits;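 active means inhibition above the campaign mean plus 3 SD, with each screening campaign given its own cutoff, cut at about 60% in these data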;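 further: 0% = DMSO treated cells and 100% = gossypol at 36 µM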
Numbers without * were called inactive; nt = not tested or not shown. This is a subset, so the mix of outcomes need not match the whole.

Values run as follows: TRAIL sens C8	EBV LMP1 NFkB	TWEAK Fn14 block	NCOA2 inhibitor	NCOA3 inh	TROY NFkB inh	NR2F2 inh	NR5A2 inv ag	TLR9-MyD88 block	NOD2 RIPK2 PPI	SRC1 inh
#1 O=c1[nH]c(CN2CC=C(c3ccccc3)CC2)nc2scc(-c3ccccc3)c12
  11	-2	2	5	-4	-2	14	15	4	-2	-1
#2 C[C@H]1COc2cc(N3CCN(C)CC3)ccc2S(=O)(=O)N1
  5	nt	14	-7	nt	-5	-7	2	nt	-9	nt
#3 COc1ccc(C(=O)C2CCCN(Cc3ccon3)C2)cc1OC (stereo not given)
  -4	-2	-3	-17	6	0	1	-7	2	-15	-2
#4 CN1CCN(c2ccc([N+](=O)[O-])c3no[n+]([O-])c23)CC1
  95*	76*	104*	94*	94*	-8	98*	93*	16	6	96*
#5 O=C(c1ccc(-c2ccccc2)c(F)c1)C1CCCN(CCO)C1 (stereo not given)
  7	-42	-23	5	0	-39	-21	-37	10	4	-8
#6 CCC1(c2ccccc2)C(=O)N(COC)C(=O)N(COC)C1=O
  8	-2	0	-7	10	-3	16	-10	1	-5	5
#7 CCc1cc2c(s1)N(CC(=O)OC)C(=O)CN=C2c1ccccc1OC
  -10	0	-29	-17	1	-6	10	-1	7	2	-5
#8 COc1ccc2[nH]c(C)c(CCNCc3cc(OC)c4c(c3)OCO4)c2c1
  0	13	20	10	4	64*	18	15	-5	-6	7
#9 CSCCC(c1nnnn1C1CCCCC1)N1CCC(n2c(=O)[nH]c3ccccc32)CC1 (stereo not given)
  -15	nt	15	14	20	13	5	12	nt	8	20
#10 CCOC(=O)c1ccc(NC(=O)c2c(O)[nH]c(=O)[nH]c2=O)cc1
  6	-2	31	-6	5	13	-10	6	-2	-7	-12
#11 C[C@]12CCC3C(CC[C@H]4C[C@H](O)CC[C@]34C)C1C[C@@H](O)[C@H]2O (stereo not given in full)
  1	nt	4	-6	1	13	4	15	nt	-5	11
#12 CC(CC(C#N)(c1ccccc1)c1ccccc1)N1CCOCC1 (stereo not given)
  -9	-6	11	4	-17	-7	-4	8	-7	9	2
#13 COP(=O)(OC)C1(O)C(=O)Nc2ccc(Br)cc21 (stereo not given)
  -2	-7	13	9	24	-2	6	-10	-3	-9	14
#14 Cc1ccc(CN2CCC3CCC(C3)C2)c(O)c1 (stereo not given)
  1	-1	14	-29	5	5	-14	-2	6	-8	-1
#15 CCN1CCN(C(=O)Cc2coc3cc(C)cc(C)c23)CC1
  -2	0	0	-5	26	-1	-8	3	-6	-5	-2
#16 Cc1cccc(N2C(=O)/C(=C/c3ccc(N4CCN(C)CC4)o3)C(=O)NC2=S)c1C
  -1	-9	-17	5	16	-12	3	-9	11	-4	-4
#17 CN1CCC2(CC1)N=C(c1ccc(F)cc1)C(=S)N2
  -6	-6	5	-12	-12	-9	6	1	-13	-5	12
#18 Cc1ccc(N2C(=O)CC(=O)NC2=O)cc1Cl
  -16	9	0	11	16	6	-25	-4	-13	-5	-4
#19 Clc1ccccc1Nc1ncnc(-n2cccc2)n1
  0	-29	16	-85	-78	-5	-29	-116	6	-7	-62
#20 COc1ccc(-n2c(O)c(/C=C3\C=Nc4ccc(Br)cc43)c(=O)[nH]c2=O)c(OC)c1
  -8	-13	55*	-18	4	-33	-2	2	14	-1	0
#21 COc1ccc(C2CN(C)CC2C(=O)c2ccc(C)cc2)cc1Cl (stereo not given)
  -1	-9	1	-2	6	14	2	-13	-5	7	-8
#22 O=c1[nH]c2ccccc2n1C1CCN(C(CCc2ccccc2)c2nnnn2C2CCCCC2)CC1 (stereo not given)
  6	nt	69*	3	54	53*	5	23	nt	-4	48
#23 O=C(Nc1ccc(Br)cc1)c1nn(C23CC4CC(CC(C4)C2)C3)cc1Br
  -4	-1	-17	-5	8	-28	9	15	-3	-6	-16
#24 CCCCN1C(=O)/C(=C/c2ccc(N(C)C)cc2)C(=O)N(Cc2ccco2)C1=O
  16	0	-2	-2	-15	1	3	-7	4	3	0
#25 CN1CCN(c2cn[nH]c(=O)c2Cl)CC1
  -9	4	2	-10	8	-37	1	-21	-14	-11	8
#26 COc1ccc(NC(c2ccccc2)P(=O)(Oc2ccccc2)Oc2ccccc2)cc1 (stereo not given)
  2	7	-18	-12	2	-25	-6	-1	6	-10	0
#27 Cc1cccc(C)c1-n1nnnc1C(C1CC1)N1CCC(n2c(=O)[nH]c3ccccc32)CC1 (stereo not given)
  -1	nt	25	-21	-3	12	0	-17	nt	-19	-8
#28 Cc1cc(C)cc(-n2c(C)cc(/C=C3\C(=O)NC(=O)N(C)C3=O)c2C)c1
  -8	-10	1	1	1	10	-2	15	0	-4	5
#29 COC(=O)C1=C(c2ccc(OC(F)(F)F)cc2)C[C@@H]2CC[C@H]1N2C(=O)NCCOc1ccccc1
  3	0	12	19	15	1	-3	16	3	8	1
#30 CCOC(=O)C1=Nc2ccccc2/C1=C\c1c(O)n(C)c(=O)n(C)c1=O
  8	8	21	15	25	12	18	6	-1	10	0

Pulled by structure from above:
Values run as follows: TRAIL sens C8	EBV LMP1 NFkB	TWEAK Fn14 block	NCOA2 inhibitor	NCOA3 inh	TROY NFkB inh	NR2F2 inh	NR5A2 inv ag	TLR9-MyD88 block	NOD2 RIPK2 PPI	SRC1 inh
#24 CCCCN1C(=O)/C(=C/c2ccc(N(C)C)cc2)C(=O)N(Cc2ccco2)C1=O
  16	0	-2	-2	-15	1	3	-7	4	3	0
#5 O=C(c1ccc(-c2ccccc2)c(F)c1)C1CCCN(CCO)C1 (stereo not given)
  7	-42	-23	5	0	-39	-21	-37	10	4	-8

Following part
Values run as follows: TRAIL sens C8	EBV LMP1 NFkB	TWEAK Fn14 block	NCOA2 inhibitor	NCOA3 inh	TROY NFkB inh	NR2F2 inh	NR5A2 inv ag	TLR9-MyD88 block	NOD2 RIPK2 PPI	SRC1 inh
#31 Cc1ccsc1C(=O)C1CCCN(Cc2cccc(OCCO)c2)C1 (stereo not given)
  -4	1	-15	19	19	13	16	-7	2	-10	-9
#32 Cc1cc(/C=C2\C(=O)NC(=O)N(c3ccc(F)cc3)C2=O)c(C)n1-c1cccc(C(=O)O)c1
  -15	5	-5	14	-4	12	8	7	nt	-1	-5
#33 O=C(Cn1cc(C(=O)c2ccccc2)c2ccccc21)NCc1ccco1
  8	-3	-7	2	-11	5	6	-5	-3	13	16
#34 CC(=NCc1ccco1)c1c(O)n(C)c(=O)n(C)c1=O
  -11	-4	13	21	1	18	7	7	-2	-5	5
#35 CCN(CC)C(=O)c1ccc(NC(=O)c2ccc(-n3cncn3)c([N+](=O)[O-])c2)cc1
  5	1	2	-36	-22	-39	19	-9	3	-10	33
#36 O=C1NC(=S)NC(=O)C1=Cc1ccc2c(c1)CCN2CCCCl
  -14	nt	7	nt	6	-1	nt	30	nt	-3	-8
#37 O=P(c1ccccc1)(c1nc2ccccc2s1)N1CCOCC1 (stereo not given)
  12	-3	13	7	-6	0	11	9	3	3	6
#38 O=C(Cc1cccs1)N1CCC2(CC1)OCCO2
  -4	0	-2	7	8	14	8	1	3	-6	-2
#39 CN1CCN(C(=O)COc2ccc3ccccc3c2)CC1
  -1	-9	21	-1	-12	-48	-5	-11	4	0	-7
#40 CS(=O)(=O)CCN1CC2CCCC(C2)C1
  3	-17	0	7	-10	-4	-9	8	3	-14	-1
#41 O=C1NC(=O)N(c2ccccc2)C(=O)/C1=C/c1ccc([N+](=O)[O-])s1
  3	4	9	8	-11	4	-11	5	7	-7	-27
#42 CCCCn1c(O)c(C=NCCN2CCCCC2)c(=O)[nH]c1=O
  4	-2	-15	6	26	6	2	13	9	-6	-11
#43 C[C@]12CCC3[C@@H](CC[C@@H]4C[C@H](O)CC[C@]34C)[C@@H]1CCC2=O (stereo not given in full)
  1	-2	15	-25	8	8	1	3	0	-7	-4
#44 Cc1cc(C)n(-c2ccc(NN=C(C#N)C#N)cc2)n1
  -12	57*	84*	17	39	65*	-6	11	-6	-6	17

A draw from above in order of molecular weight, lowest first:
Values run as follows: TRAIL sens C8	EBV LMP1 NFkB	TWEAK Fn14 block	NCOA2 inhibitor	NCOA3 inh	TROY NFkB inh	NR2F2 inh	NR5A2 inv ag	TLR9-MyD88 block	NOD2 RIPK2 PPI	SRC1 inh
#39 CN1CCN(C(=O)COc2ccc3ccccc3c2)CC1
  -1	-9	21	-1	-12	-48	-5	-11	4	0	-7
#43 C[C@]12CCC3[C@@H](CC[C@@H]4C[C@H](O)CC[C@]34C)[C@@H]1CCC2=O (stereo not given in full)
  1	-2	15	-25	8	8	1	3	0	-7	-4
#41 O=C1NC(=O)N(c2ccccc2)C(=O)/C1=C/c1ccc([N+](=O)[O-])s1
  3	4	9	8	-11	4	-11	5	7	-7	-27
#37 O=P(c1ccccc1)(c1nc2ccccc2s1)N1CCOCC1 (stereo not given)
  12	-3	13	7	-6	0	11	9	3	3	6
#31 Cc1ccsc1C(=O)C1CCCN(Cc2cccc(OCCO)c2)C1 (stereo not given)
  -4	1	-15	19	19	13	16	-7	2	-10	-9
#35 CCN(CC)C(=O)c1ccc(NC(=O)c2ccc(-n3cncn3)c([N+](=O)[O-])c2)cc1
  5	1	2	-36	-22	-39	19	-9	3	-10	33
